# Assay outcomes deposited in PubChem BioAssay by several laboratories.
# PAFAH1B2 FP inh: PAFAH1B2 (human) inhibition; recombinant PAFAH1B2, FP-rhodamine activity probe, fluorescence polarization; inhibition, % at 3.39 µM; hit rate 1.2% among 340,000; AID 492953;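 active = inhibition above the mean of all tested compounds plus 3 SD, cut at about 24% in these data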;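 also: 0% = enzyme with DMSO and 100% = wells lacking PAFAH1B2; many of its hits are not listed in these tables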
# Target sequence (P68402 whole entry, looked up): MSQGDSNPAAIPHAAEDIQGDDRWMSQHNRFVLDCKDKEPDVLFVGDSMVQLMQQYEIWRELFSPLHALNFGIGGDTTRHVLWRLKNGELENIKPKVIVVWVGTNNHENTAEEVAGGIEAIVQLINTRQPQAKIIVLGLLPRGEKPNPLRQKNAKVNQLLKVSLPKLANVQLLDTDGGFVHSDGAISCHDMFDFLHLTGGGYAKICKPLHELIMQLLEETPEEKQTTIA
# pPAFAH inh: pPAFAH (human) enzyme inhibition | Q13093 | recombinant pPAFAH, FP-rhodamine probe fluorescence polarization | inhibition, % at 3.39 µM | hit rate 1.5% among 330,000 | AID 463082;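 active = inhibition above the mean inhibition across the screen plus 3 SD, cut at about 25% in these data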;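 also: inhibitors block binding of the rhodamine activity-based probe so polarization drops; 0% = enzyme with DMSO and 100% = wells lacking pPAFAH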
# MEX-5 binding: C. elegans MEX-5 TCR-2 RNA binding activity | Q9XUB2 | MEX-5/FITC-TCR2 RNA binding, fluorescence polarization; hits give low values | activity score (negative = inhibition of binding), % at 10 µM | hit rate 0.38% among 300,000;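 active = inhibition past about -25% in most replicates, and total fluorescence under double the plate's negative control median, limit read from the data; inconclusive = replicates evenly split on the limit, or fluorescence at least double controls; inactive = too little inhibition in most replicates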;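 also: 0% = DMSO and -100% = 5 µM competing unlabeled TCR2 RNA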
# BCLXL inh: inhibitors of human Bcl-xL. Q07817. GST-Bcl-xL / FITC-Bim BH3 peptide fluorescence polarization. inhibition, % at 10.9 µM. hit rate 0.7% among 320,000. AID 2129;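 active = inhibition above the mean of all tested compounds plus 3 SD, cutoff set per campaign, cut at about 30% in these data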;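 also: 0% = DMSO wells and 100% = unlabeled Bim-BH3 peptide competitor; inhibitors lower millipolarization by displacing the labeled peptide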
# Target sequence (Q07817 whole entry, looked up): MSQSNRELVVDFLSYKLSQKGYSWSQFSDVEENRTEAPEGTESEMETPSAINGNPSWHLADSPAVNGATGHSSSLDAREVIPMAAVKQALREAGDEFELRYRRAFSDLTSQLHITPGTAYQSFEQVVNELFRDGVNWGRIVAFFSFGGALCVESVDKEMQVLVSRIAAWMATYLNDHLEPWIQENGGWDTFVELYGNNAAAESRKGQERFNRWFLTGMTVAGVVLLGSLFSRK
# AHR act: human AHR activation; P35869; AHR-responsive luciferase reporter cells, luminescence; activation, % at 5 µM; hit rate 2.5% among 320,000; AID 2796; in the data active = activation above about 47%;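 also: 0% = vehicle wells and 100% = reference agonist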
# PME-1 primary: PME-1 (human) inhibition; inhibition, % at 5.9 µM; hit rate 0.53% among 320,000; Q9Y570; recombinant PME-1, FP-Rh probe fluorescence polarization;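 active = inhibition above the campaign mean of all compounds plus 3 SD, cut at about 26% in these data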;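 also: competitive labeling of PME-1 active site by serine hydrolase directed probe; 0% = PME-1 with DMSO and 100% = wells lacking PME-1 enzyme; inhibitors block probe labeling so polarization falls and inhibition rises; many of its hits are not listed in these tables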
# Target sequence (Q9Y570 whole entry, looked up): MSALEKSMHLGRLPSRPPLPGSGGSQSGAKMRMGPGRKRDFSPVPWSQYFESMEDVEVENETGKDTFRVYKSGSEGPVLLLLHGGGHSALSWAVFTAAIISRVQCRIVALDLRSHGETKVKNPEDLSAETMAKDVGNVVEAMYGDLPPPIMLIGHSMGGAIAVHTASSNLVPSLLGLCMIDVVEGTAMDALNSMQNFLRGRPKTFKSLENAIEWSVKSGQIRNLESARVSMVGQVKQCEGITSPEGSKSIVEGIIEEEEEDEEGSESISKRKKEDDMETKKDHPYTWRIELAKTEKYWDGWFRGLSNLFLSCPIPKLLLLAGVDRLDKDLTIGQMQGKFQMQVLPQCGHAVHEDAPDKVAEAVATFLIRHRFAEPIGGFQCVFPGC
# Fam108B counter: Fam108B inhibition, counter-screen for RBBP9 inhibitors; recombinant Fam108B, FP-Rh probe fluorescence polarization; inhibition, % at 9.51 µM; hit rate 0.33% among 300,000; AID 1947;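 active = inhibition above the screen mean inhibition plus 3 SD, computed separately per campaign, cut at about 18% in these data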;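 also: inhibitors lower polarization as less probe binds the enzyme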
# GLD-1 RNA inh: GLD-1-TGE RNA interaction inhibition (C. elegans); inhibition, % at 5.96 µM; purified GLD-1 + fluorescein TGE RNA, fluorescence polarization; AID 2280; hit rate 0.44% among 320,000; Q17339;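 active = percent inhibition above a per-plate cutoff, the plate mean of test compounds plus 3 SD, cut at about 30% in these data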;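 also: 0% = DMSO wells with GLD-1 and probe and 100% = wells lacking GLD-1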
# MCL1 BIM primary: disrupts human MCL1 binding to BIM-BH3 peptide; hit rate 0.68% among 320,000; GST-MCL1 / FITC-Bim-BH3 fluorescence polarization; Q07820; inhibition, % at 10.9 µM;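 active = inhibition above the mean inhibition of all tested compounds plus 3 SD, set per campaign, cut at about 40% in these data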;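 also: 0% = DMSO wells and 100% = unlabeled Bim-BH3 peptide control; higher means more loss of mP so more displacement of Bim peptide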
# Starred values were filed as active, the others as inactive; u = inconclusive; x = not tested or not shown. The list is partial; the hit share may differ from the screen's.
SMILES,PAFAH1B2 FP inh,pPAFAH inh,MEX-5 binding,BCLXL inh,AHR act,PME-1 primary,Fam108B counter,GLD-1 RNA inh,MCL1 BIM primary
O=C(NC1=NCCS1)c1ccc(-c2ccc(Cl)cc2)o1,0,5,-2.8,-1,19,-6,-2,-3,0
Cc1[nH]n(-c2ccccc2)c(=O)c1N=O,0,8,2.6,3,3,-3,-3,11,1
C=CCN1C(=O)N/C(=C/c2ccc(C)o2)C1=O,-2,4,-4.0,16,3,5,-4,42*,24
O=C(NC1=NCCS1)c1ccccc1OCc1ccccc1Cl,-4,-6,-0.2,2,15,4,-3,2,6
Cn1ccc(C(=O)Nc2ccc3c(c2)OCCO3)n1,-3,4,0.0,4,7,2,-2,-2,3
CN(CC(=O)Nc1ccc(Cl)c(C(F)(F)F)c1)C(=O)C1CC(=O)N(C2CCCC2)C1 (configuration not stated),-2,13,x,-12,-1,-1,x,2,-19
O=C1COc2ccc(C(=O)CSc3nnnn3-c3ccccc3)cc2N1,-2,-1,-3.0,3,3,-1,0,3,1
O=C(CC1CC2CCC1C2)N1CCN(S(=O)(=O)c2ccccc2[N+](=O)[O-])CC1 (configuration not stated),2,3,x,6,-2,2,x,5,11
COc1ccc(NC(=O)CCSc2nnnn2C)cc1,5,5,-0.1,-11,5,8,-3,-9,0
COc1ccc(CN2CCN(c3ncnc4scc(-c5ccc(F)cc5)c34)CC2)cc1,4,6,2.7,-5,3,2,-5,-1,2
Cc1ccc(SC[C@H](C)CN2CC[C@H](NC(=O)OCc3ccccc3)CCC2=O)cc1,-2,4,1.8,-1,-2,-1,-5,7,1
O=C(Nc1ccncc1)c1ccc(Cl)cc1,2,2,1.2,1,7,-8,2,-2,-8
COc1ccccc1NS(=O)(=O)c1cc([N+](=O)[O-])ccc1N/N=C/c1c[nH]c2ccccc12,2,12,x,-19,16,11,10,-26,-72
Cc1cccn2c(CNCC(C)Oc3cccnc3)c(C(=O)N3CCOCC3)nc12 (configuration not stated),3,4,1.4,5,2,-1,3,10,1
CC(=O)c1cccc(S(=O)(=O)N2CCC(C(=O)O)CC2)c1,-3,2,0.8,9,0,-1,1,-4,3
O=c1[nH]nc(SCCS(=O)(=O)c2ccc(F)cc2)n1-c1ccccc1C(F)(F)F,15,5,0.4,-13,-1,3,3,2,-11
Cn1nnnc1SCc1ccc(C(=O)Nc2ccccc2F)cc1,5,3,0.9,0,-6,-6,0,6,0
O=C(NCc1ccc2c(c1)OCO2)c1ccc(N2CCCC2=O)cc1,3,4,1.6,-1,-7,-1,-2,-5,-2
Cc1ccc(C(=O)CCC(=O)N2CCN(c3ccccc3O)CC2)cc1,2,3,-0.5,3,1,-3,-3,-1,1
COC(=O)c1c[nH]n2c(=O)c(Cc3ccc(F)cc3Cl)c(C)nc12,5,-2,1.2,1,0,-3,3,2,4
COc1ccc(CCC(=O)OCc2csc(CC(=O)Nc3ccccc3C)n2)cc1,3,9,2.2,-12,-1,0,-2,2,-11
COC(=O)Cn1cc(C(=O)c2cccs2)c2ccccc21,10,-1,-0.9,2,3,4,0,-6,-5
COc1cc(NC(=O)CN2C(=O)COc3ccc(S(=O)(=O)N4CCCCC4)cc32)cc(OC)c1,3,2,-0.8,3,18,4,1,7,3
CC(=O)N1CCN(c2ccc(Oc3ccc([N+](=O)[O-])c(C(F)(F)F)c3)cc2)CC1,7,25*,0.4,3,-3,2,0,5,4
CCOc1ccc(NC(=O)CCNS(=O)(=O)c2ccc(Br)s2)cc1,-3,-2,-1.1,3,3,-4,1,1,3
# (cont.)
SMILES,PAFAH1B2 FP inh,pPAFAH inh,MEX-5 binding,BCLXL inh,AHR act,PME-1 primary,Fam108B counter,GLD-1 RNA inh,MCL1 BIM primary
COc1cn(-c2ccccc2)nc1C(=O)Nc1ccc(C)cc1Cl,2,1,-0.1,-4,5,-7,-1,-11,-7
Cn1c(=O)[nH]c(=O)c2c1nc(SCCN1CCCCC1)n2Cc1ccccc1,2,6,-0.1,-1,1,-4,-1,1,9
COc1cccc(OC)c1C(=O)N1CCN(Cc2ccccc2C(F)(F)F)CC1,2,1,1.2,1,-1,4,2,2,-5
CC1=C(C#N)C(C)C2=C(CC(C)(C)CC2=O)N1 (configuration not stated),3,-3,-1.3,1,1,-1,1,0,-5
CC1CCCN(S(=O)(=O)c2cccc(C(=O)NCc3ccco3)c2)C1 (configuration not stated),9,-2,x,1,-1,0,x,1,8
O=C(O)c1cnc(-c2ccccc2)nc1-c1ccccc1,-1,-2,1.0,-5,15,1,-5,4,-26
COc1ccc(Cn2nnnc2C(c2cccs2)N2CCN(c3ccc([N+](=O)[O-])cc3)CC2)cc1 (configuration not stated),3,7,2.8,3,3,-2,-2,-7,-9
Cc1ccc(S(=O)(=O)c2c(N)n(CCCO)c3nc4ccccc4nc23)cc1,10,-1,-2.0,17,0,10,3,7,8
CCN1C(=NCCc2cccnc2)N[C@@H](c2ccccc2)C(C(=O)OC)=C1C,11,1,1.4,-9,0,4,5,-1,-14
Cc1cc(C)n(-c2nc(NCC3CCCO3)c3c4c(sc3n2)COC(C)(C)C4)n1 (configuration not stated),x,6,5.3,8,-4,-2,-6,4,11
O=C(NC1CCCCCCC1)c1ccccc1-c1ccccc1,1,4,0.5,0,1,6,1,-9,-2
CCN(C[C@H]1N[C@@](Cc2ccccc2)(C(=O)OC)[C@H]2C(=O)N(Cc3ccccc3)C(=O)[C@@H]12)C(=O)COc1ccccc1,2,1,x,x,1,x,x,-2,x
C=CC[C@H](CC(=O)N[C@H](CO)Cc1ccccc1)C(=O)N[C@H](COC(=O)[C@@H](CC=C)CC(=O)OC(C)(C)C)Cc1c[nH]c2ccccc12,3,4,x,x,1,x,x,9,x
CCc1ccc(-n2cccc2/C=C2/C(=N)N3C(=NC2=O)SN=C3S(C)(=O)=O)cc1,2,-2,2.8,-7,-1,-24,-16,0,-2
C[C@H](CO)N1C[C@H](C)[C@@H](CN(C)S(=O)(=O)c2ccccc2)Oc2ccc(NC(=O)Nc3ccc4c(c3)OCO4)cc2C1=O,1,16,x,x,1,x,x,6,x
O=C(NC1CCCCC1)C1CCCN1C(=O)NCc1ccccc1 (configuration not stated),1,-8,1.8,-4,2,-5,-7,-3,-9
CC(=O)OC[C@H]1O[C@@H](n2ncc(=O)[nH]c2=O)[C@H](OC(C)=O)[C@@H]1OC(C)=O,x,1,3.0,4,1,-1,-1,7,3
O=C1c2ccccc2C(O)N1c1ccccc1 (configuration not stated),1,-2,-1.0,1,-1,-2,-1,3,5
COc1ccc(N2CCN(C(=O)CCNC(=O)c3ccccc3)CC2)cc1,-1,0,-0.7,-5,0,-2,1,13,-8
COc1ccc(CC(=O)N/N=C/c2cccn2-c2ccc([N+](=O)[O-])cc2)cc1OC,4,7,-1.1,3,2,-5,7,1,-6
NC(=O)C1CCN(c2ccc([N+](=O)[O-])cc2Cl)CC1,-3,2,0.1,0,3,2,0,-8,0
CN(C)CCCN(Cc1cc2cc3c(cc2[nH]c1=O)OCCO3)C(=O)NC1CCCCC1,1,2,-1.3,-3,2,2,-1,-7,2
NC(=O)NC(=O)COC(=O)CCSc1ccccc1,13,2,1.3,-5,1,-2,1,0,-2
CCN1CCN(C(=O)/C=C/c2ccc(F)cc2)CC1,x,3,0.1,5,-1,-3,0,5,0
CCOC(=O)N1CCC(N2Cc3cccc(C(=O)Nc4cccc(F)c4)c3C2=O)CC1,2,-3,0.7,5,-4,4,-1,3,1
# The list continues.
SMILES,PAFAH1B2 FP inh,pPAFAH inh,MEX-5 binding,BCLXL inh,AHR act,PME-1 primary,Fam108B counter,GLD-1 RNA inh,MCL1 BIM primary
CCN(CC(=O)N1CCCCCC1)S(=O)(=O)c1ccc(C)cc1,3,7,1.2,3,-2,2,0,2,14
CCOC(=O)C(=O)Nc1ncc(Cl)s1,-1,9,0.9,7,-2,-1,2,2,2
CCCCCCCN(C(=O)CCl)c1ccccc1C,4,-1,1.1,4,-1,-1,2,0,7
O=C(N/N=C/c1ccc([N+](=O)[O-])o1)C(=O)Nc1ccc(C(=O)O)cc1,-2,1,-8.7,3,2,-2,2,7,5
CCN1CCN(CC(=O)Nc2ccc(N(C)C)cc2)CC1,3,1,-0.5,4,-2,-7,2,3,11
Cc1ccnc(NCn2nnc3ccccc32)c1,4,-3,-1.0,2,-1,-5,5,6,8
COc1ccccc1[C@]1(C)ON(c2ccccc2C(F)(F)F)C1=O,5,-1,x,0,0,-4,x,-1,-3
CCn1ncc(Br)c1C(=O)Nc1ccccc1C(=O)OC,0,0,-3.9,2,0,3,-1,6,5
O=C(Cc1ccc(S(=O)(=O)N2CCOCC2)s1)OCc1ccc(Cl)cc1,4,9,x,1,0,5,x,-2,3
CC(C(=O)Nc1ccccc1C(F)(F)F)N1CCN(C)CC1 (configuration not stated),1,2,-0.2,5,0,0,-4,3,2
CCN(CC)C(=O)c1ccc(/C=C/c2c[nH]c3ccccc23)[n+](C)c1,-5,-1,u,-68,12,-7,8,-166,-130
Cc1cc(NCc2ccco2)nc2cc(O)ccc12,4,7,-0.3,1,12,-1,1,-3,-1
COc1ccc(C(=O)N/C(=C\c2ccccc2)C(=O)NCc2cccnc2)cc1,2,6,0.4,0,1,1,-1,11,1
O=C(O)c1ccc(-n2c(/C=C/c3ccccc3)nc3ccccc3c2=O)cc1,6,-5,-0.8,30*,0,-3,3,-5,-1
COC(=O)c1[nH]c2ccccc2c1NS(=O)(=O)c1ccc(OC)cc1OC,1,5,-0.2,4,14,-4,-1,2,4
COc1ccccc1NC(=O)c1ccc(CSc2ccccc2)o1,3,5,2.0,5,13,2,-5,1,-1
CC(=C/c1ccco1)/C=N/NC(=O)CSc1nnc(SCc2ccc(C)cc2)s1,3,14,0.1,-3,-5,-5,-3,2,-6
CCCOc1ccc(-c2c(C(=O)N/N=C(\C)c3cccs3)nnn2-c2nonc2N)cc1,-5,1,-0.2,-3,2,-2,0,-1,-1
O=C(NCCCO)C12CC3CC(CC(C3)C1)C2,5,5,0.7,-2,1,3,0,0,0
CC1CCN(CC(=O)Nc2ccccc2C#N)CC1,-1,0,-2.4,6,-2,-3,-2,4,4
C=CCNC(=S)N1CCN(C2CCCCC2)CC1,3,-3,-1.2,6,-1,2,-5,4,7
CCc1nc2ccccc2c(=O)n1NC(=O)c1c(O)c2ccccc2n(CC)c1=O,9,4,-1.1,2,-1,-2,-1,-3,4
COc1ccc(Br)c(C(=O)NNC(=O)c2ccc(NS(=O)(=O)c3cccs3)cc2)c1,3,3,1.6,4,1,-1,1,6,4
CCNC(=O)COC(=O)CCC(=O)c1cccs1,3,-8,-0.4,1,1,-1,-4,7,4
COC(=O)c1ccc(-c2noc(CN3CCCC(CNC(C)=O)C3)n2)cc1 (configuration not stated),2,6,-0.1,1,1,3,-4,3,5
CS(=O)(=O)c1nc(S(=O)(=O)c2ccc(Cl)cc2)c(N2CCOCC2)s1,1,3,-3.2,-6,-2,9,-3,-7,-6
Cc1ccc(N(C)C(=O)CN(C)S(=O)(=O)c2ccc3c(c2)n(C)c(=O)c(=O)n3C)cc1,9,1,-2.6,-3,4,-8,1,-5,-1
CC(C)n1c(=O)n(CC(=O)NCC2CCCO2)c(=O)c2c3c(sc21)COC(C)(C)C3 (configuration not stated),2,7,-1.9,2,-1,1,-4,-2,1
CCOc1c(C)cnc2c1c(=O)n(Cc1cccc(Cl)c1)c(=O)n2C,3,-2,5.2,3,7,-4,6,-8,-2
